Assay outcomes from PubChem BioAssay.
MsrA act – bovine methionine sulfoxide reductase A activation; 360,000 tested, 0.3% active; purified bovine MsrA, absorbance read-out; activation, % at 10.6 µM; in the data active means activation above about 7.5%;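 further: 0% = vehicle and 100% = reference activator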
eLon inh – inhibitors of E. coli Lon protease. P0A9M0. AID 602123. inhibition, % at 7.94 µM. 360,000 tested, 0.42% active. purified E. coli Lon protease, fluorescence polarization; in the data active means inhibition above about 13%, passing the limit was not always enough;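 further: 0% = enzyme with probe and DMSO and 100% = no enzyme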
MsrA inhibitor – inhibits bovine methionine sulfoxide reductase A; purified bovine MsrA, absorbance read-out; inhibition, % at 15.5 µM; 360,000 tested, 0.75% active; AID 651718; in the data active means inhibition above about 4.5%;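 further: 0% = vehicle wells with enzyme and 100% = reference inhibitor wells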
Neddyl block – blocks human cullin neddylation; 360,000 tested, 0.58% active; TR-FRET cullin neddylation, biochemical; calls only at 25 µM; in the data active means inhibition above about 36%
TbMetRS inhib – Trypanosoma brucei MetRS inhibition; inhibition, % at 11.9 µM; AID 624268; purified T. brucei MetRS, ATP depletion, Kinase-Glo luminescence; 360,000 tested, 0.4% active;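 active means inhibition above a per-plate cutoff of the control wells' mean inhibition plus 3 SD, cut at about 5.5% in these data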;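 further: 0% = DMSO wells median and 100% = median of wells with control inhibitor compound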
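Test system – parasite MetRS enzyme · Reagent – substrates ATP, L-methionine and bulk Escherichia coli tRNA · Doses – 11.9 µM compound single dose, 0.9% DMSO · Times – 15 min enzyme-compound preincubation, 2 h reaction, 10 min detection, 25 °C · Signal – Kinase-Glo luminescence, ATP depletion format · Controls – DMSO-only wells as low control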
CSN inh – blocks human CSN-mediated cullin deneddylation; 360,000 tested, 0.38% active; Q92905; inhibition, % at 12.5 µM; Purified CSN, SCF-Nedd8-OG deneddylation, fluorescence polarization;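 active means pattern-corrected inhibition above about 35%, with an unprinted fluorescence ratio check between 0.5 and 1.5, limit read from the data, passing the limit was not always enough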;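 further: 0% = enzyme with substrate and 100% = substrate without enzyme; some results filed as inactive read as strong as hits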
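Assay system: purified human Csn5 enzyme expressed in HEK293T cells; measure: % inhibition; also added: SCFSkp2-Nedd8OG substrate at 10 nM final; technique: fluorescence polarization; times: reaction 90 min, room temperature; medium: Tris buffer pH 7.5, NaCl, DTT, Tween-20, trehalose, ovalbumin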
Rin1-Abl PPI inh – inhibitors of human Rin1-Abl protein interaction; P00519+Q13671; TR-FRET Rin1/Abl binding, biochemical; inhibition, % at 7.35 µM; 360,000 tested, 0.4% active; in the data active means inhibition above about 5%, passing the limit was not always enough
MLLE-PAM2 inh – inhibitors of microRNA-mediated deadenylation, human PABP1 MLLE binding | P11940 | GST-MLLE / FITC-PAM2 fluorescence polarization | inhibition, % at 20 µM | 360,000 tested, 0.36% active | AID 588489; in the data active means inhibition above about 35%, passing the limit was not always enough;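 further: plate controls were DMSO wells with GST-MLLE for no effect and wells lacking GST-MLLE protein for full effect; some results filed as inactive read as strong as hits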
FAS-TE inh – FAS thioesterase (human) inhibition; P49327; recombinant FAS-TE, OMFH fluorogenic substrate, fluorescence endpoint; inhibition, % at 15 µM; 360,000 tested, 0.67% active; AID 602261;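 active means compounds whose normalised, plate-corrected inhibition of enzyme fluorescence in the single-dose primary screen is 50% or more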;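 further: 0% = DMSO with enzyme and 100% = substrate without enzyme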
* hit, by the source's call; i = inactive; . = not tested or not shown. Compounds as they come; any-hit rate near 4%.

Results follow in this order: MsrA inhibitor | CSN inh | Rin1-Abl PPI inh | MLLE-PAM2 inh | MsrA act | Neddyl block | TbMetRS inhib | eLon inh | FAS-TE inh
#1 Cc1nn(Cc2ccc(Cl)cc2)c(C)c1NC(=O)/C=C/c1cnn(C)c1
  0.6 | 1 | -1 | 2 | -6 | i | -0.2 | 10 | -9
#2 O=C(/C=C/NCc1cccnc1)c1ccc(Br)cc1
  2.1 | -2 | 1 | 14 | -7 | i | -0.7 | 1 | 3
#3 CC(O)CN1CC(O)=C(c2nc3ccccc3s2)C1=N (configuration not stated)
  1.8 | -2 | -2 | 8 | -4 | i | 1.0 | 11 | -4
#4 Cc1cc(OCCn2nc(C(=O)O)c3ccccc3c2=O)ccc1C(C)C
  -0.4 | 3 | -2 | -2 | -2 | i | 0.1 | -6 | 10
#5 CC(=O)Nc1ccc(S(=O)(=O)NC2(C(F)(F)F)C(=O)Nc3c2c(=O)[nH]c(=O)n3Cc2cccnc2)cc1 (configuration not stated)
  1.5 | -6 | -3 | 5 | -2 | i | -0.1 | 9 | -5
#6 COC(=O)[C@@]1(Cc2ccccc2)[C@@H]2C(=CC(=O)[C@H]2CC(=O)C(=O)N(C)C)CN1C(=O)c1ccccc1
  . | -1 | 2 | 11 | -2 | i | -0.2 | -3 | 0
#7 CCCCCCOc1ccc(/C=N/NC(=O)C2CC2)cc1
  -0.7 | -2 | 0 | 12 | -3 | i | -0.4 | -9 | 8
#8 S=C(NCC1COc2ccccc2O1)Nc1ccc(Br)cc1 (configuration not stated)
  1.4 | -4 | 1 | 10 | -4 | i | 1.0 | -7 | 15
#9 COc1cccc(-c2ncc3ccccc3c2COC(=O)CCC(=O)O)c1
  -0.3 | -1 | -1 | 7 | 0 | i | -0.2 | -4 | -12
#10 O=C1CSC(=S)N1N=Cc1ccc2c(c1)OCO2
  0.8 | -5 | 4 | 21 | -3 | i | -0.3 | -21 | -1
#11 CCN(C[C@H]1N[C@@](Cc2ccccc2)(C(=O)OC)[C@H]2C(=O)N(C)C(=O)[C@@H]12)C(=O)Nc1ccc(Cl)cc1
  1.9 | -2 | -3 | -1 | -2 | i | 0.3 | 3 | 0
#12 NC1=NC(=O)NC1(c1ccccc1)c1ccccc1
  0.7 | 2 | 5 | 3 | -4 | i | -0.5 | -10 | -5
#13 CCOC(=O)C1=C(O)/C(=C\c2cc(C)n(-c3ccccc3F)c2C)N=C1C
  1.3 | 2 | 1 | -3 | -1 | i | -1.0 | 3 | -4
#14 NNc1nc(-c2ccccc2)nc2sc3c(c12)CCCC3
  1.1 | -5 | -4 | -1 | -1 | i | 0.3 | -2 | -8
#15 Cc1cc(C(=O)Nc2sc(C)c(C)c2C#N)c(C)o1
  -0.9 | 0 | -4 | 1 | -12 | i | -1.5 | -6 | -6
#16 Cc1ccc2[nH]c(=O)c(CN(Cc3cccs3)S(=O)(=O)c3ccc4c(c3)OCCO4)cc2c1
  -1.1 | -13 | 0 | 10 | -5 | i | -0.3 | 12 | 12
#17 O=C(COc1ccc([N+](=O)[O-])cc1)Nc1ccc(C(=O)NCc2cccnc2)cc1
  2.1 | -3 | 2 | -13 | -2 | i | 0.4 | 5 | 5
#18 CCc1ccc(OCC(=O)NNC(=O)c2cc(S(=O)(=O)N3CCOCC3)ccc2N2CCCC2)cc1
  1.8 | 4 | 3 | -5 | -2 | i | -0.3 | -1 | 5
#19 COc1ccc(C(=O)NC2CCCc3ccccc32)cc1S(=O)(=O)N1CCOCC1 (configuration not stated)
  -0.3 | -1 | 4 | 11 | -6 | i | -0.5 | 10 | 4
#20 CCN(C(=O)CN1C(=O)c2ccc([N+](=O)[O-])cc2C1=O)C1CCCCC1
  -0.7 | 7 | -1 | -47 | -12 | i | -0.6 | 5 | 48

(continued)
Results follow in this order: MsrA inhibitor | CSN inh | Rin1-Abl PPI inh | MLLE-PAM2 inh | MsrA act | Neddyl block | TbMetRS inhib | eLon inh | FAS-TE inh
#21 CC(C)NC(=O)C1(C)CCN1C(=O)c1ccc2c(c1)OCO2 (configuration not stated)
  -0.8 | -3 | -1 | 8 | -1 | i | 0.5 | 4 | -11
#22 O=C(CCCOc1ccccc1)Nc1ncccn1
  0.5 | -13 | 1 | 11 | -9 | i | -0.7 | -1 | -12
#23 CC(=O)c1cccc(NC(=O)C(C)OC(=O)CCC2CCCCC2)c1 (configuration not stated)
  1.9 | 0 | 6 | -6 | -3 | i | -0.3 | -8 | 6
#24 O=C(C1CCCO1)N1CCN(C(=S)Nc2cccc(F)c2)CC1 (configuration not stated)
  -0.4 | -1 | 1 | -13 | -3 | i | 0.0 | -6 | -6
#25 CCOCC(=O)N1CCN(c2cccc(Cl)c2)CC1
  0.3 | 0 | -3 | -7 | -4 | i | 1.0 | 3 | -4

Part of the list above in order of molecular weight, rising.
Results follow in this order: MsrA inhibitor | CSN inh | Rin1-Abl PPI inh | MLLE-PAM2 inh | MsrA act | Neddyl block | TbMetRS inhib | eLon inh | FAS-TE inh
#12 NC1=NC(=O)NC1(c1ccccc1)c1ccccc1
  0.7 | 2 | 5 | 3 | -4 | i | -0.5 | -10 | -5
#22 O=C(CCCOc1ccccc1)Nc1ncccn1
  0.5 | -13 | 1 | 11 | -9 | i | -0.7 | -1 | -12
#15 Cc1cc(C(=O)Nc2sc(C)c(C)c2C#N)c(C)o1
  -0.9 | 0 | -4 | 1 | -12 | i | -1.5 | -6 | -6
#25 CCOCC(=O)N1CCN(c2cccc(Cl)c2)CC1
  0.3 | 0 | -3 | -7 | -4 | i | 1.0 | 3 | -4
#14 NNc1nc(-c2ccccc2)nc2sc3c(c12)CCCC3
  1.1 | -5 | -4 | -1 | -1 | i | 0.3 | -2 | -8
#21 CC(C)NC(=O)C1(C)CCN1C(=O)c1ccc2c(c1)OCO2 (configuration not stated)
  -0.8 | -3 | -1 | 8 | -1 | i | 0.5 | 4 | -11
#24 O=C(C1CCCO1)N1CCN(C(=S)Nc2cccc(F)c2)CC1 (configuration not stated)
  -0.4 | -1 | 1 | -13 | -3 | i | 0.0 | -6 | -6
#23 CC(=O)c1cccc(NC(=O)C(C)OC(=O)CCC2CCCCC2)c1 (configuration not stated)
  1.9 | 0 | 6 | -6 | -3 | i | -0.3 | -8 | 6
#9 COc1cccc(-c2ncc3ccccc3c2COC(=O)CCC(=O)O)c1
  -0.3 | -1 | -1 | 7 | 0 | i | -0.2 | -4 | -12
#13 CCOC(=O)C1=C(O)/C(=C\c2cc(C)n(-c3ccccc3F)c2C)N=C1C
  1.3 | 2 | 1 | -3 | -1 | i | -1.0 | 3 | -4
#17 O=C(COc1ccc([N+](=O)[O-])cc1)Nc1ccc(C(=O)NCc2cccnc2)cc1
  2.1 | -3 | 2 | -13 | -2 | i | 0.4 | 5 | 5
#19 COc1ccc(C(=O)NC2CCCc3ccccc32)cc1S(=O)(=O)N1CCOCC1 (configuration not stated)
  -0.3 | -1 | 4 | 11 | -6 | i | -0.5 | 10 | 4
#11 CCN(C[C@H]1N[C@@](Cc2ccccc2)(C(=O)OC)[C@H]2C(=O)N(C)C(=O)[C@@H]12)C(=O)Nc1ccc(Cl)cc1
  1.9 | -2 | -3 | -1 | -2 | i | 0.3 | 3 | 0
#18 CCc1ccc(OCC(=O)NNC(=O)c2cc(S(=O)(=O)N3CCOCC3)ccc2N2CCCC2)cc1
  1.8 | 4 | 3 | -5 | -2 | i | -0.3 | -1 | 5
